Compound activity (PubChem BioAssay)
POLH inh – blocks human DNA polymerase eta activity; Q9Y253; recombinant Pol eta, fluorescent DNA replication assay; Potency, µM (titrated, usually from 114 µM), for the others: at the highest dose activity change, negative = inhibition, hits mostly inhibitors; actives 1.2% (n = 390,000); further: on the % scale 0 is the no-effect control and ±100 the full control effect
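Pol eta (10 nM) was preincubated with compounds for 15 min at room temperature, after which fluorescent replication substrate (50 nM final) was added to start the reaction. Fluorescence was read kinetically at 0 and 10 min.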
APEX1 inh – APE1 (human) endonuclease inhibition | P27695 | recombinant APE1, TAMRA/BHQ-2 abasic DNA cleavage fluorescence | Potency, µM (doses to about 65.8 µM), inactives show top-dose activity change, negative = inhibition, usual class: inhibitors | actives 0.35% (n = 350,000) | AID 2517;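 further: plate controls were vehicle for no effect and reference inhibitor for full effect; nearly all actives have a fitted effect of over 55% in size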
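Readout is kinetic fluorescence (ex 525, em 598 nm) from cleavage of 50 nM TAMRA/BHQ-2 THF abasic duplex by 0.75 nM APE1, compound added 15 min beforehand at RT.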
BLM inh – inhibitors of human Bloom syndrome helicase BLM. actives 0.2% (n = 350,000). P54132. Potency, µM (titrated, usually from 56.1 µM), for the others: at the highest dose activity change, negative = inhibition, usual class: inhibitors. recombinant BLM DNA unwinding, fluorescence dequenching. AID 2528;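 further: plate controls were vehicle for no effect and no enzyme for full effect; nearly all actives have a fitted effect of over 35% in size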
Target sequence (P54132 whole entry, looked up): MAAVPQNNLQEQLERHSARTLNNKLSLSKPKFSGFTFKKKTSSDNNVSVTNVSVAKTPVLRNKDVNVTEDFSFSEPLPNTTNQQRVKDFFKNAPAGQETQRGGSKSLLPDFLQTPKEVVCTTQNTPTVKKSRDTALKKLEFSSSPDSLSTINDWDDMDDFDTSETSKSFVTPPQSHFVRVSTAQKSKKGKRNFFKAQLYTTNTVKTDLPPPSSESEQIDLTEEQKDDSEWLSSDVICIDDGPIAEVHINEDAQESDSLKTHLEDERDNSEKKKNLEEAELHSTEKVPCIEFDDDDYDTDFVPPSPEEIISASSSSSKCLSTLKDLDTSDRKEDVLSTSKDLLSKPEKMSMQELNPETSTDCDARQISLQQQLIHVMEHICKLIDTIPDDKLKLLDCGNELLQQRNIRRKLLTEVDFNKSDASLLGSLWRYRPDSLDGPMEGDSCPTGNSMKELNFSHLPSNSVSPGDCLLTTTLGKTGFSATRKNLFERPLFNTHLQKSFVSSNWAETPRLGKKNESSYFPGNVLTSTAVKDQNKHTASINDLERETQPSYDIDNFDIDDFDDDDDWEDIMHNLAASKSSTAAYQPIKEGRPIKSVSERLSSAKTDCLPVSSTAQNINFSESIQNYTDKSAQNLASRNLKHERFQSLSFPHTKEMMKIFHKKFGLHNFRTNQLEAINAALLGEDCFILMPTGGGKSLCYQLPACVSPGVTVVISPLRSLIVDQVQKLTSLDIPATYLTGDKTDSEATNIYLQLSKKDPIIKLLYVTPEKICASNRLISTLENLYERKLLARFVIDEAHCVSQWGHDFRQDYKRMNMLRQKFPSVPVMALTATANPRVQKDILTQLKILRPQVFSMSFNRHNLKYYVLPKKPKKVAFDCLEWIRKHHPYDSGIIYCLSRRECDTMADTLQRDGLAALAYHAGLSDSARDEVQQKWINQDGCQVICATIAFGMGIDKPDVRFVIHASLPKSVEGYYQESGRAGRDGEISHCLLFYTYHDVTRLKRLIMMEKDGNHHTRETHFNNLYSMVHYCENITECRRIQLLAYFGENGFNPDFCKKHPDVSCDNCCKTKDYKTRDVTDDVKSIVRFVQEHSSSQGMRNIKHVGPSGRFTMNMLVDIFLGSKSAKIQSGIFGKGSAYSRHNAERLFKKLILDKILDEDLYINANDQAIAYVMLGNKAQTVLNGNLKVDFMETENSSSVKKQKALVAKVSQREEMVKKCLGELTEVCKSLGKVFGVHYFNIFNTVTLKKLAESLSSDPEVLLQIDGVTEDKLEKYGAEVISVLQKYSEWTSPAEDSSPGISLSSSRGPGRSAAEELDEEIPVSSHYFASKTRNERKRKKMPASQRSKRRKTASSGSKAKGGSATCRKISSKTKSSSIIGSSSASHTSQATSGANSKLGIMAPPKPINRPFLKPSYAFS
G9a inh – inhibitors of human histone lysine methyltransferase G9a. Q96KQ7. actives 8.8% (n = 350,000). Potency, µM (series often up to 102 µM), without a hit: at the top dose activity, negative = inhibition, most hits filed as inhibitors. G9a H3K9 monomethylation, AlphaScreen, 2 h; further: on the % scale 0 is the no-effect control and ±100 the full control effect; nearly all actives have a fitted effect of over 75% in size
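AlphaScreen read-out: biotin-H3K9 peptide (500 nM) methylation by 20 nM enzyme with 20 uM SAM, 2 h at room temperature after 15 min compound preincubation; anti-monomethyl H3K9 antibody plus donor/acceptor beads, 10 min dark.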
JMJD2A Tudor – inhibitors of human JMJD2A Tudor domain; AID 504339; Potency, µM (series often up to 114 µM), inactives show top-dose activity change, negative = inhibition, most hits filed as inhibitors; O75164; actives 4.4% (n = 390,000); AlphaScreen JMJD2A-Tudor / H3K4me3 peptide binding; further: on the % scale 0 is the no-effect control and ±100 the full control effect; nearly all actives have a fitted effect of over 50% in size
BAZ2B inh – blocks human BAZ2B; Q9UIF8; AlphaScreen BAZ2B-H3K14Ac peptide displacement; Potency, µM (doses to about 114 µM), for inactives: top-dose activity change, negative = inhibition, hits mostly inhibitors; actives 4.4% (n = 360,000); AID 504333; further: on the % scale 0 is the no-effect control and ±100 the full control effect; nearly all actives have a fitted effect of over 60% in size
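AlphaScreen displacement: compounds (up to 110uM) incubated 30 min at room temperature with a preformed 50 nM BAZ2B/50 nM biotinylated H3K14Ac peptide complex in PBS pH 7.4 with Tween-20. Donor and acceptor beads at 10 ug/mL final added, 20 min light-protected before reading.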
POLK inh – DNA polymerase kappa (human) inhibition | actives 0.53% (n = 400,000) | Potency, µM (series often up to 107 µM), without a hit: top-dose activity, negative = inhibition, hits mostly inhibitors | AID 588579 | purified Pol kappa, fluorescent DNA synthesis assay, 10 min | Q9UBT6; further: on the % scale 0 is the no-effect control and ±100 the full control effect
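10 nM Pol kappa was preincubated with compounds for 15 min at room temperature. Reaction started with 50 nM (final) substrate. Fluorescence read kinetically at 0 and 10 min.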
Pol beta inh – inhibitors of human DNA polymerase beta | P06746 | Pol beta primer extension/strand displacement, fluorescence kinetic | Potency, µM (top dose mostly 114 µM), for inactives: top-dose activity change, negative = inhibition, usual class: inhibitors | actives 1.3% (n = 340,000); further: on the % scale 0 is the no-effect control and ±100 the full control effect
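Human Pol beta at 10 nM; strand-displacement substrate 50 nM final. Compound exposure 15 min at room temperature before start, reaction 10 min at room temperature.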
Pol iota inh – DNA polymerase iota (human) inhibition | Pol iota fluorescent replication assay, 10 min | Potency, µM (top dose mostly 115 µM), without a hit: at the highest dose activity, negative = inhibition, usual class: inhibitors | actives 1% (n = 390,000) | Q9UNA4
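Pol iota at 10 nM preincubated 15 min with compounds at room temperature; reaction started with fluorescent substrate, 50 nM final. Fluorescence read kinetically at 0 and 10 min; buffer-only wells as negative control.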
Starred values were filed as active, the others as inactive; u = inconclusive; x = no result given; [ ] = remark or other dose. The call rests on the fitted dose curve; in most records, active means well fitted curve in the direction sought with a large enough effect; inconclusive means small, poorly fitted or top-dose-only effect, or another doubt; inactive means no such curve, though single readings can be large; an effect the other way counts as inactive or inconclusive. Potency means the concentration at half of the fitted maximal effect.

APEX1 inh	G9a inh	BAZ2B inh	POLH inh	Pol beta inh	BLM inh	Pol iota inh	POLK inh	JMJD2A Tudor	structure
19%	7%	-20%	-8%	112%	-1%	62%[activator]	1%	6%	Cc1cc(NC(=O)COC(=O)CCS(=O)(=O)c2cc(Cl)ccc2Cl)no1
-1%	x	-26%	x	-1%	-4%	x	x	x	CC[C@H]1OC(=O)C[C@@H](O)[C@H](C)[C@@H](O[C@@H]2O[C@H](C)C[C@H](N(C)C)[C@H]2O)[C@@H](CC=O)C[C@@H](C)C(=O)C=C[C@]2(C)O[C@H]2[C@@H]1C
x	0%[59 µM]	10%[57.1 µM]	-20%	10%	4%	30%	1%	-4%	Cc1oc2ncn(CC(C)C)c(=O)c2c1C(=O)N(CCN(C)C)Cc1ccccc1
3%	3%[59 µM]	-10%	4%	0%	0%	-4%	u	-12%	Cc1cccc(N/C(N)=N/c2nc(CSc3ccc(Cl)cc3)cc(=O)[nH]2)c1
0%	u	5%	-9%	2%	-1%	-8%	6%	-10%	O=C(c1cnc2sccn2c1=O)N1CCCc2ccccc21
51%[activator]	-5%	-5%	-15%	-8%	0%	11%	-6%	-6%	COc1ccc(-c2nnc(NC(=O)c3ccccc3[N+](=O)[O-])s2)c(OC)c1
2%	13%[59 µM]	-7%	-10%	3%	2%	1%	-4%	-8%	CCCn1c(SCC(=O)N2c3ccccc3CC2C)nnc1-c1ccco1 (stereo not given)
x	-5%[59 µM]	-29%	-12%	-1%	-7%	14%	-7%[60.1 µM]	-32%	CCOc1ccc(OCC)c(NS(=O)(=O)c2ccc(-c3coc(C)n3)cc2)c1
2%	-47%	-3%	-19%	35%	3%	52%[activator]	6%	-18%	Cc1ccnc(N(C(=O)Nc2ccccc2)C2=NCC(C)(C)S2)c1
-2%	0%	-11%	-2%	u	-8%	82%[activator]	-9%	-13%	COc1ccc(CNC(=O)C/C(C)=N/NC(=O)COc2ccccc2)cc1
-1%	8%[59 µM]	9%	-10%	19%	-1%	3%	-6%	-17%	CC(C)CNS(=O)(=O)c1ccc(CCC(=O)Nc2ccc3c(c2)OCCO3)cc1
1%	5µM*	10µM*	-21%	7%	-2%	129%[activator]	-23%	10µM*	Cc1ccsc1/C=C1\SC(=S)N(CC2CCCO2)C1=O (stereo not given)
-4%	-1%[59 µM]	5%	-14%	x	x	-15%	-3%	-11%	CC(=O)c1cccc(NC(=O)CNC(=O)c2sc3ccccc3c2Cl)c1
28%	-22%[12.7 µM]	-4%	-19%	x	x	-7%	3%	2%	CCN(CC(=O)NCc1ccc(F)cc1)C(=O)C(C)Oc1cccc(Cl)c1 (stereo not given)
12%	-20%[2.33 µM]	-10%	-6%	5%	-7%	-15%	8%[60.1 µM]	5%	O=C(CCNC(=O)c1ccc([N+](=O)[O-])cc1)Nc1ccc(F)cc1F
0%	2%	-8%	-13%	5%	-8%	48%[activator]	12%	-1%	O=C(NCc1csc2ccc(Cl)cc12)Nc1ccccc1
2%	8%[59 µM]	-32%	-18%	1%	-2%	7%	-16%	-14%	O=C(CCN1CCN(c2ccccc2)CC1)NNC(=O)c1cccc2ccccc12
-6%	x	-2%	-7%	53%	-3%	20%	4%	1%	COc1ccc(S(=O)(=O)NCC(=O)N(CC(=O)NC(C)(C)C)Cc2cccs2)cc1
12%	13µM*	-15%	-2%	-4%	-4%	u	-18%	u	S=c1[nH]nc(COc2ccccc2)n1/N=C/c1ccc(Cl)c(Cl)c1
3%	6%[59 µM]	-15%	0%	36%	-6%	-6%	-14%	-5%	CC(C(=O)NN)c1ccc([N+](=O)[O-])cc1 (stereo not given)
4%	6%[2.33 µM]	-11%	7%	0%	-4%	3%	-15%	-8%	NNC(=O)CSc1c(-c2ccccc2)c2cc(Cl)ccc2[nH]c1=O
2µM*	x	35µM*	2.5µM*	1.3µM*	16µM*	2.8µM*	10µM*	8.9µM*	NS(=O)(=O)c1ccc(N/N=C/c2ccc(O)c(O)c2O)c([N+](=O)[O-])c1
1%	6%	5%	10%	-3%	-3%	9%	-5%	-7%	O=S(=O)(NC1=NCCC1)c1ccc(F)cc1
3%	0%[59 µM]	4%	-8%	24%	4%	4%	-13%	-9%	COc1ccc(S(=O)(=O)N(C)CC(=O)Nc2cccc(C(C)=O)c2)cc1C
5%	4%	3%	-13%	3%	-2%	9%	6%	-1%	COc1ccc(C2=NS(=O)(=O)N(C)C(C(=O)NC3CCCC3)=C2)cc1OC

Pulled by structure from the entries so far:
APEX1 inh	G9a inh	BAZ2B inh	POLH inh	Pol beta inh	BLM inh	Pol iota inh	POLK inh	JMJD2A Tudor	structure
12%	-20%[2.33 µM]	-10%	-6%	5%	-7%	-15%	8%[60.1 µM]	5%	O=C(CCNC(=O)c1ccc([N+](=O)[O-])cc1)Nc1ccc(F)cc1F
-1%	x	-26%	x	-1%	-4%	x	x	x	CC[C@H]1OC(=O)C[C@@H](O)[C@H](C)[C@@H](O[C@@H]2O[C@H](C)C[C@H](N(C)C)[C@H]2O)[C@@H](CC=O)C[C@@H](C)C(=O)C=C[C@]2(C)O[C@H]2[C@@H]1C
x	0%[59 µM]	10%[57.1 µM]	-20%	10%	4%	30%	1%	-4%	Cc1oc2ncn(CC(C)C)c(=O)c2c1C(=O)N(CCN(C)C)Cc1ccccc1
0%	2%	-8%	-13%	5%	-8%	48%[activator]	12%	-1%	O=C(NCc1csc2ccc(Cl)cc12)Nc1ccccc1

Next compounds:
APEX1 inh	G9a inh	BAZ2B inh	POLH inh	Pol beta inh	BLM inh	Pol iota inh	POLK inh	JMJD2A Tudor	structure
-13%	x	x	-4%	x	x	-25%	-22%	-20%	CNC[C@H]1Oc2c(NS(=O)(=O)c3ccc(F)cc3)cccc2C(=O)N([C@H](C)CO)C[C@@H]1C
0%	u	5%	-14%	43%	-2%	30%	1%	8.9µM*	CC(NC(=O)c1cccs1)c1n[nH]c(=S)n1C (stereo not given)
15%	42%[59 µM]	10%[0.457 µM]	-9%	34%	2%	87%[activator]	-22%	-4%	O=C(COc1ccc([N+](=O)[O-])cc1)N1CCc2ccccc2C1
1%[12.4 µM]	-2%[59 µM]	-1%	-18%	54%	0%	32%	-5%	-11%	Cc1ccc(N(CC(=O)NCc2ccco2)C(=O)CCC(=O)Nc2nccs2)cc1C
8%	-16%	10%	-8%	6%	2%	24%	-14%	-34%	CC1(C)C=C2[C@H]3CC[C@@H]4[C@@]5(C)CCC(=O)C(C)(C)[C@@H]5CC[C@@]4(C)[C@]3(C)CC[C@@]2(C(=O)O)CC1
-1%	-20%[59 µM]	7%	-7%	-4%	-2%	-1%	-4%	-27%	CC(NS(=O)(=O)c1cccc(S(=O)(=O)c2ccccc2)c1)C(=O)O (stereo not given)
-4%	-27%[59 µM]	-15%	6%	-22%	-2%	0%	2%	2%	Cn1c(=O)c2c(n(C)c1=O)=NC1(CCCCC1)N=2
15%	-45%[59 µM]	-7%	-7%	30%	0%	-14%	-4%	-4%	CCSc1nnc2n1C(C)(C)Cc1ccccc1-2
30%	13µM*	-14%	-11%	0%	-4%	19%	3%	-19%	O=C(CSc1cn[nH]n1)Nc1ccc(O)c(C(=O)O)c1
4%	37%[12.7 µM]	-16%	-4%	-5%	-11%	40%	1%	-7%	O=C(C(=O)c1cccnc1)c1cccnc1
22%	9%	-15%	-7%	-19%	-2%	65%[activator]	-2%	10%	Cc1cc(C)n2nc(C)c(Br)c2n1
2%	-33%[59 µM]	-37%	-14%	8%	1%	22%	-12%	-22%	CCc1nc(C#N)c(N2CCCCC2)o1
-2%	29%[59 µM]	-4%	-7%	18%	-4%	u	-8%	-6%	C=CCCCCCCCCC(=O)NN
u	u	0%	-8%	26%	-4%	11%	-6%	-8%	Cc1nc(SCC(=O)NC(=O)NC(C)(C)C)nc(C)c1C
-6%	x	-5%	-5%	29%	3%	6%	-11%	0%	COC(C(=O)Nc1ccnn1C1CCN(Cc2ccc(C)o2)CC1)c1ccccc1 (stereo not given)
9%	x	-34%	-8%	26%	0%	11%	-9%	-12%	O=c1ccnc(SCCc2ccccc2)[nH]1
7%	x	-10%	-2%	5%	-1%	106%[activator]	-2%	-13%	CC(=O)Nc1ccc(OCc2cnc(Cl)s2)cc1
-36%	21%	-4%	5%	3%	-3%	5%	-2%	-13%	CCOc1ccc(N/C=C/C(=O)c2ccc(OC)c(OC)c2)cc1
4%	u	0%	-14%	-3%	-5%	9%	-18%	-19%	O=C(Nc1c(F)cc(F)cc1Br)c1cc2nc(C(F)F)cc(C(F)F)n2n1
-1%	u	4%	-6%	32%	-4%	14%	-1%	-4%	COc1ccccc1OC(C)C(=O)Nc1ccccc1C(=O)NCc1cccnc1 (stereo not given)
-5%	11%[12.7 µM]	-9%	-3%	x	x	-13%	-13%	-24%	CC1(C)CC(NC(=S)NC(=O)c2cc(Br)ccc2Cl)CC(C)(C)N1
0%	-22%[59 µM]	9%	-11%	14%	0%	-9%	-4%	-15%	CCCCNC(=O)CCCn1c(=S)[nH]c2cc3c(cc2c1=O)OCO3
x	10%[59 µM]	1%	-8%	18%	-18%	9%	0%	4%	COc1cccc(NC(=O)c2csc3c2CCCCC3)c1
26%	-42%	-9%	-14%	x	x	17%	-6%	-12%	Cc1ccc(S(=O)(=O)N(C)C)cc1NC(=O)COC(=O)C1CC(=O)N(c2ccc3c(c2)OCCO3)C1 (stereo not given)
13%	-24%	0%	-10%	0%	3%	73%[activator]	-5%	-6%	NC(=O)NC(CC(=O)NCCCc1ccccc1)c1ccccc1Cl (stereo not given)
7%	x	4%	-6%	21%	-6%	-25%	3%	-15%	C/C(=N/NC(=O)c1cc(-c2cccc([N+](=O)[O-])c2)n[nH]1)c1cccc(O)c1
-2%	3%[12.7 µM]	-8%	-3%	0%	-3%	-18%	-9%	-32%	Cc1c(C(=O)N2CCCC2)sc(NC(=O)c2cccc(Cl)c2)c1C#N
9%	3%	-9%	-24%	8%	-4%	19%	0%	-10%	O=C(Nc1nc(=O)[nH]s1)c1ccccc1

A portion of the library; the hit share may differ from the screen's.
